# Compound activity as filed in PubChem BioAssay.
# VIM-2 inh: inhibitors of Pseudomonas aeruginosa VIM-2 metallo-beta-lactamase. purified VIM-2, nitrocefin hydrolysis, epi-absorbance fluorescence. 290,000 compounds, 0.89% hits. inhibition, % at 5.6 µM;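 active means inhibition above the mean of all tested compounds plus 3 SD, cutoff set per screening run, cut at about 7.5% in these data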;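 further: red hydrolysis product quenches plate fluorescence so inhibitors raise well fluorescence; 0% = enzyme with DMSO and 100% = DMSO without enzyme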
# FID counter: displaces DNA intercalator in HCV helicase counter-screen; DNA fluorescent intercalator displacement, fluorescence; inhibition, % at 7.9 µM; 290,000 compounds, 0.17% hits; in the data active means inhibition above about 37%;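 further: 0% = vehicle and 100% = reference compound; higher means more ethidium bromide displaced from hairpin DNA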
# IMP-1 inhibitor: inhibitors of Pseudomonas aeruginosa IMP-1 metallo-beta-lactamase. purified IMP-1, nitrocefin hydrolysis, epi-absorbance fluorescence. inhibition, % at 5.6 µM. 290,000 compounds, 0.45% hits. AID 1556;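 active means inhibition above the mean plus 3 SD of all compounds in the same screening run, cut at about 4.5% in these data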;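 further: 0% = IMP-1 with DMSO and 100% = DMSO wells lacking enzyme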
#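 System: purified recombinant IMP-1 beta-lactamase. Medium: Zinc- and detergent-supplemented HEPES buffer, pH 7.1. Compound: one 5.6 µM dose […]. Schedule: 15 min preincubation plus 25 min reaction at 25 °C. Technique: Epi-absorbance fluorescence, 480 nm excitation, 530 nm emission.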
# HCV NS3 hel inh: inhibitors of Hepatitis C virus NS3 helicase. 290,000 compounds, 0.56% hits. AID 1800. NS3 helicase DNA unwinding, Cy5 molecular beacon fluorescence. inhibition, % at 10.9 µM;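 active means inhibition above the mean of all tested compounds plus 3 SD, set per campaign, cut at about 35% in these data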;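 further: 0% = DMSO wells and 100% = thioflavine S control wells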
#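 Compound dosing – single dose, 10.9 µM nominal final, DMSO 0.8% final · System – NS3 helicase fragment of HCV · Buffer or medium – MOPS pH 6.5, MgCl2, DTT, Tween20, BSA · Signal – Cy5 beacon fluorescence read at start and 1 h · Also added – annealed dual-labelled DNA beacon duplex, ATP-started · Schedule – 1 h at 25 °C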
# UBC9 SUMO inh: inhibitors of human SUMOylation (UBC9). P63279. HTRF SUMOylation assay, SAE1/SAE2 + UBC9, in vitro. inhibition, % at 35 µM. 290,000 compounds, 0.36% hits; in the data active means inhibition above about 50%, passing the limit was not always enough; further: strong numbers were not always called active
# IDE cell activ: boosts human insulin-degrading enzyme activity in HEK cells | P14735 | AID 493087 | activation, % at 5.96 µM | 340,000 compounds, 0.073% hits | FAbeta-B cleavage, fluorescence polarization; 0% vehicle, 100% cell-free pure enzyme wells;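 active means activation above the mean of all tested compounds plus 3 SD, set per screening campaign, cut at about 17% in these data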
# p-CIP stab down: lowers stability of the mouse p/CIP coactivator protein. 290,000 compounds, 0.01% hits. decrease of EGFP signal, % at 10 µM. AID 1984. Q05BA5. F442A p/CIP-EGFP cells, EGFP fluorescence, 16 h;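 active means EGFP signal decrease of at least 30% at 10 µM or well 3 SD below plate mean, unless failing retest; inactive means the rest, including hits failing retest or dose response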; further: some compounds called inactive have numbers as strong as hits; many of its hits are not listed in these tables
# Target sequence (Q05BA5 1-1403): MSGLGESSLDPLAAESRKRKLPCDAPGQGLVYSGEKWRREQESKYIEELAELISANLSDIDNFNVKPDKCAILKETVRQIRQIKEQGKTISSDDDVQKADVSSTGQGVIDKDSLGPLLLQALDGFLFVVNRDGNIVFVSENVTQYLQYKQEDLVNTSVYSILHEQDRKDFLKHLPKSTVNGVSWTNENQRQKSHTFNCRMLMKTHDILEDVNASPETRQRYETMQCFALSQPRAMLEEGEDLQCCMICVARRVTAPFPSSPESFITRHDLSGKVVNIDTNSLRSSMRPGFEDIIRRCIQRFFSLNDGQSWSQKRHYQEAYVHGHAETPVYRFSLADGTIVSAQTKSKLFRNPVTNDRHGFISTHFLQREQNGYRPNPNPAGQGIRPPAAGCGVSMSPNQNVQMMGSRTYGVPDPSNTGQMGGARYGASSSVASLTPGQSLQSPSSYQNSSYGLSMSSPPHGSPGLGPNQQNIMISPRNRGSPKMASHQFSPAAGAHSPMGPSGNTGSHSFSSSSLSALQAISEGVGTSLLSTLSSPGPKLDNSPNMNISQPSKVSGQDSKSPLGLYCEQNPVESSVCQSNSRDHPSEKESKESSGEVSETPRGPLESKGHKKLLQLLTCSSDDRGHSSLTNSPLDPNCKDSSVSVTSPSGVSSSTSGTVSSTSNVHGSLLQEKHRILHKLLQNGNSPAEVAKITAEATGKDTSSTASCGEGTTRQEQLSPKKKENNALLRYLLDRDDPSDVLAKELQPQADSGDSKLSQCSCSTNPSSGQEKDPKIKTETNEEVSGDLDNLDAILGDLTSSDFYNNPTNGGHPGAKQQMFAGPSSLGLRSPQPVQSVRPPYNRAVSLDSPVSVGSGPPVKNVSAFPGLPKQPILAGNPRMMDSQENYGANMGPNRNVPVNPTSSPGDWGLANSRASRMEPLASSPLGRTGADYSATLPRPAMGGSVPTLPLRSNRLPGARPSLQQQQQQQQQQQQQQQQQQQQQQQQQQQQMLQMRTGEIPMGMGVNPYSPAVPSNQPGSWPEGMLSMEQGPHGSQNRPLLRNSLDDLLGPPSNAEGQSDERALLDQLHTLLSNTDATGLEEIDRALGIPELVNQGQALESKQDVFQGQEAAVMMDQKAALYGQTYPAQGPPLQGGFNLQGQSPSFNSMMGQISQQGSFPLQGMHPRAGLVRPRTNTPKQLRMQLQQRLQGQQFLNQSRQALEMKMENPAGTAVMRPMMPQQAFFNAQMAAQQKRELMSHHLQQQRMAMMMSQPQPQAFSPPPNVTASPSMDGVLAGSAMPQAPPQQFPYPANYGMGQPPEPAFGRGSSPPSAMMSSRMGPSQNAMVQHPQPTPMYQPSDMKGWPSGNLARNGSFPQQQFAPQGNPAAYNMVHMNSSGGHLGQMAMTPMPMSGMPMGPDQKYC
# MEKK3 PB1 HTS: modulators (inhibitors or enhancers) of MEK5 binding to human MEKK3 PB1 domain | 290,000 compounds, 1.4% hits | binding response (% of control), % at 10 µM | AID 1529 | bead-based flow cytometry, Alexa488-MEK5 binding to MEKK3; actives lie on both sides; 0 = blocked by unlabeled MEK5, 100 = vehicle;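 active means binding response more than 3 SD above or below the average of its plate-row segment, actives on both sides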;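 further: Alexa488 bead fluorescence after subtracting the streptavidin-only scavenger bead signal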
# PHOSPHO1 block: blocks human PHOSPHO1 phosphatase activity; Q8TCT1; recombinant PHOSPHO1, absorbance phosphatase assay; inhibition, % at 13.3 µM; 290,000 compounds, 1.1% hits; in the data active means inhibition above about 60%
# * hit, by the source's call; / = not tested or not shown; [ ] = dose if it differs, or a comment. Not all compounds are listed. The share of hits here may be higher or lower than overall.
# The first six entries (preview)
SMILES,VIM-2 inh,FID counter,IMP-1 inhibitor,HCV NS3 hel inh,UBC9 SUMO inh,IDE cell activ,p-CIP stab down,MEKK3 PB1 HTS,PHOSPHO1 block
COc1ccc(-n2nc3c(c2NC(=O)C2CC(=O)N(c4ccccc4)C2)CS(=O)(=O)C3)cc1 (configuration not stated),-3.0,-20,-2.7,3,4,2,-11,102,27
Cc1ccc(N=C2NC(=O)/C(=C/c3cccn3C)S2)c(C)c1,-3.0,-29,-3.6,5,8,-4,-28,91,-8
O=S(=O)(NC1=NCCCCC1)c1ccccc1Cl,-1.3,-1,-3.1,-1,-5,4,-7,90,24
CCOc1ccc(CCNC(=O)c2nccnc2C(=O)O)cc1OCC,0.6,2,-1.1,-7,-7,-5,2,102,-20
CS(=O)(=O)N1N=C(c2ccc(Br)cc2)CC1c1cccs1 (configuration not stated),-1.6,-3,-3.7,2,1,-3,-16,99,7
O=C(O)c1ccc2c(c1)C(=O)N(C(Cc1ccccc1)C(=O)O)C2=O (configuration not stated),-0.3,6,-4.0,10,2,4,4,/,22

# This part in full, repeating the preview:
SMILES,VIM-2 inh,FID counter,IMP-1 inhibitor,HCV NS3 hel inh,UBC9 SUMO inh,IDE cell activ,p-CIP stab down,MEKK3 PB1 HTS,PHOSPHO1 block
COc1ccc(-n2nc3c(c2NC(=O)C2CC(=O)N(c4ccccc4)C2)CS(=O)(=O)C3)cc1 (configuration not stated),-3.0,-20,-2.7,3,4,2,-11,102,27
Cc1ccc(N=C2NC(=O)/C(=C/c3cccn3C)S2)c(C)c1,-3.0,-29,-3.6,5,8,-4,-28,91,-8
O=S(=O)(NC1=NCCCCC1)c1ccccc1Cl,-1.3,-1,-3.1,-1,-5,4,-7,90,24
CCOc1ccc(CCNC(=O)c2nccnc2C(=O)O)cc1OCC,0.6,2,-1.1,-7,-7,-5,2,102,-20
CS(=O)(=O)N1N=C(c2ccc(Br)cc2)CC1c1cccs1 (configuration not stated),-1.6,-3,-3.7,2,1,-3,-16,99,7
O=C(O)c1ccc2c(c1)C(=O)N(C(Cc1ccccc1)C(=O)O)C2=O (configuration not stated),-0.3,6,-4.0,10,2,4,4,/,22
Nc1cc2ccncc2c2ccccc12,2.2,27,-2.1,7,34,3,-5,102,16
C=C(C)C1CC=C(C)/C(=N\NC(=O)CCC(=O)Nc2ccc(C)c(C)c2)C1 (configuration not stated),-2.7,-11,-3.0,-5,-6,-1,-12,100,9
Cn1cc(C(=O)c2ccccc2)cc1-c1nc2ccccc2n1C,-1.4,-21,-2.3,-4,11,3,-5,111,32
COc1ccccc1N(C)S(=O)(=O)c1ccc(C(=O)OCC(=O)NCC(F)(F)F)cc1,-4.4,-11,-2.8,-8,-13,1,7,102,-24
Cc1cc(NC(=O)c2ccccc2F)nc2c1c(=O)oc1ccccc12,-1.8,-4,-0.8,12,-2,0,1,98,18
CCC(C)(C)n1nnnc1CN1CCC(NC(=O)c2ccc(Br)cc2)CC1,-3.1,-28,-4.1,0,-16,-5,-20,83,-4
O=C(C[n+]1cccc(CNC(=O)c2ccc(OC(F)F)cc2)c1)Nc1ccc(F)cc1,1.9,25,-1.1,-50,21,0,-9,98,-10
CCCCCCn1c(=O)[nH]c2nc3cc(N)c(C)cc3nc2c1=O,6.2,-4,3.9,45*,24,-71,-27,103,5
COc1ccc(-n2cnc3cc([N+](=O)[O-])ccc32)cc1,1.5,0,-0.7,-5,8,4,0,99,-12
C=CCNC(=O)C12CC3CC(C1)CC(C(=O)NCC=C)(C3)C2,-3.4,2,-1.3,-1,17,6,-7,103,-22
CCc1ccc(C2CC(c3cccc(OC)c3)n3nc(N)nc3N2)cc1 (configuration not stated),/,/,/,/,4,0,-5,95,29
S=c1[nH]nc(CN2CCCCC2)n1-c1ccc(Cl)cc1,-1.1,-4,-2.4,6,20,5,-11,102,-61
O=c1[nH]nc(CNc2ccc(O)cc2)c2ccccc12,0.1,-30,-2.5,22,86,5,-11,101,10
CCOC(=O)C1CCN(S(=O)(=O)c2cccc(-c3cn4ccccc4n3)c2)CC1,-1.6,-22,-2.8,-1,-20,1,5,103,84*
COc1ccc(C(C)=O)cc1COc1cccc2cccnc12,-2.8,-25,-3.2,-2,21,2,0,106,3
COc1cc(CN2CCNC(=O)C2CC(=O)NC2CCCC2)cc(OC)c1 (configuration not stated),-2.2,-17,-2.4,-12,4,3,1,91,-14
O=C(Nc1ccc(F)cc1)N(Cc1ccco1)Cc1cc2cc3c(cc2[nH]c1=O)OCO3,-4.8,-11,-6.4,-4,13,2,-6,103,-7
Cc1cccc(NC(=O)CSCc2c(C)noc2C)c1C,-0.3,-8,-2.5,-5,8,-4,1,105,-9
CN(c1ccc(C(=O)O)cc1)S(=O)(=O)c1ccccc1,-4.8,-1,-3.3,3,-4,4,9,97,-12
CCOC(=O)NC(=O)COC(=O)c1ccc(O)cc1,-3.3,2,-2.7,-1,66,3,9,95,17
Cc1ccc(S(=O)(=O)/N=C(\N)Nc2nc(C)c3ccc(C)cc3n2)cc1,0.2,-5,-1.5,-8,-6,3,3,96,11
COC(=O)c1cnc(N2CCCN(S(=O)(=O)c3ccccc3)CC2)nc1C(F)(F)F,0.7,-28,1.2,-1,14,10,1,91,25
CCn1nc(C)c(Br)c1Nc1ccc(Br)cc1,-2.8,-3,-1.8,-12,-11,5,3,/,8
CC[n+]1ccccc1/C=C/Nc1ccccc1,-1.4,5,-2.7,0,-3,2,3,99,-111
O=C(CN1C(=O)C2CC=CCC2C1=O)Nc1ccc(S(=O)(=O)NC2=NCCCCC2)cc1 (configuration not stated),-3.0,-7,-3.0,3,22,6,-12,98,0
CC(=O)Oc1ccc2c(C)c(CC(C)O)c(=O)oc2c1 (configuration not stated),1.8,-4,0.6,-1,53*,4,2,98,4
CCC(C)(C)NC(=O)C(c1ccc(OC)cc1)N(C(=O)CCC(=O)Nc1cc(C)on1)c1ccccc1OC (configuration not stated),-0.3,-54,-0.3,-10,4,0,4,104,36
CCOc1ccc(N(CC(=O)NC2CCCCCC2)S(=O)(=O)c2c(C)[nH]c(=O)[nH]c2=O)cc1,0.2,-6,-0.6,8,3,8,7,104,6
CCCCn1c(=O)c2c(c3ccccc31)OCC(=O)N2,/,/,/,/,14,/,-6,103,-4
COC(=O)c1ccccc1OCCCOc1ccc(C)cc1OC,-2.6,-23,-1.9,0,-11,/,1,104,23
Cc1cc(C)c2c(n1)sc1c(N3CCOCC3)ncnc12,-2.5,-2,-4.5,2,/,/,/,/,/
O=C(NCc1ccc(F)cc1)c1ccc(N2CCc3ccccc32)c([N+](=O)[O-])c1,-2.2,1,-4.2,4,-12,3,0,108,0
CC(=O)N1c2ccccc2C2(C)C(C1(C)C)C2(Cl)Cl (configuration not stated),-3.8,-9,-3.6,-12,-3,5,-39,106,15
CCN(CC)S(=O)(=O)c1ccc(N2CCOCC2)c(NC(=O)CNCCc2ccccc2)c1,-2.9,-4,-1.0,-6,4,2,-1,104,44
CCOC(=O)N1CCN(CC(=O)Nc2ccc(C)cc2)CC1,-1.2,-6,-1.4,-1,-18,1,-4,103,-20
CC(C)CC(=O)NS(=O)(=O)c1ccc(NS(C)(=O)=O)cc1,-1.4,0,-3.9,2,15,4,-9,90,28
CCOc1ccc(N2CC(C(=O)NCc3ccccn3)CC2=O)cc1 (configuration not stated),-0.7,-13,-3.5,6,15,-2,-12,101,32
Cc1cccc(NC(=O)N2CCCC(CNC(=O)c3ccccc3Cl)C2)c1C (configuration not stated),-2.1,-13,-1.1,-4,4,2,0,101,7
CC(=O)c1ccc(N2CCN(C(=S)Nc3ccc(Cl)c(Cl)c3)CC2)cc1,-1.2,2,-1.4,-8,5,4,-2,94,-11
Cc1ccc(-c2nc3sc(C#N)c(N)n3c(=O)c2C#N)cc1,-1.4,-12,-2.6,2,31,-5,-4,100,19
COc1ccccc1N(C(=O)c1ccco1)C(C(=O)NC1CCCC1)c1cccnc1 (configuration not stated),-0.3,-13,-2.3,-3,11,3,-6,88,-18
CCN(C(=O)[C@@H]1CCCN1C(=O)c1cccs1)c1nc2cc(Cl)ccc2s1,-2.4,-18,-3.6,2,-11,6,6,103,-12
O=C(COC(=O)C1=COCCO1)NC1CCCCCCC1,-0.8,-3,-2.0,10,9,-2,-6,103,28
COc1ccc(NC(=S)NC2CC3CCC(C2)N3Cc2ccco2)cc1 (configuration not stated),-2.4,12,-1.9,-2,-7,0,-8,98,-16
# (continued)
SMILES,VIM-2 inh,FID counter,IMP-1 inhibitor,HCV NS3 hel inh,UBC9 SUMO inh,IDE cell activ,p-CIP stab down,MEKK3 PB1 HTS,PHOSPHO1 block
CC(=O)NC(Cc1c[nH]c2ccccc12)C(=O)NCCc1ccccn1 (configuration not stated),0.3,-8,-4.9,-1,-1,0,13,101,-17
Cc1ccccc1CS(=O)(=O)c1nnc([C@H](CC(C)C)NC(=O)OC(C)(C)C)o1,-4.4,-34,-3.1,-19,24,-4,-6,106,21
Cn1c(O)c(/C=N/NC(=O)c2cc3ccccc3cc2O)c2ccccc21,-2.1,-14,-2.9,-5,5,-12,0,101,30
O=C(NC1CCN(S(=O)(=O)c2ccccc2F)CC1)c1ccco1,-3.2,-10,-2.4,1,5,0,9,98,24
O=C(c1cccc(C(=O)N2CCN(c3ccccc3F)CC2)n1)N1CCN(c2ccccc2F)CC1,-1.3,-36,-6.8,15,-11,-4,-6,92,2
S=C(NC1CCCC1)N1CCN(c2ncccn2)CC1,-2.9,-3,-2.7,8,9,-1,-11,101,53
CCN(CC)C(=O)Cn1c(C)c(/C=C/c2cc[n+](C)cc2)c2ccccc21,3.5,10,2.4,-3,20,-13,-64,99,-2
CCOc1ccc2nc(SCC(=O)N3CCN(C(=O)c4ccco4)CC3)sc2c1,-3.2,-30,-2.9,-1,19,-8,-16,101,3
Cc1ccccc1N(CC(=O)NC1CCCCC1)C(=O)CCCC(=O)Nc1ccccn1,-0.9,-37,-1.7,21,-7,3,0,97,0
N#CCC(=N)N1CCN(c2ccc(Cl)cc2)CC1,-5.1,-4,-0.9,-1,-8,-7,1,100,14
COCCNC(=S)NCCCNc1nc2cc3c(cc2cc1C#N)OCO3,-3.3,4,-0.1,-20,23,2,2,103,7
O=C1CCC(C(=O)Nc2ccccc2)N1 (configuration not stated),-2.1,-1,-6.7,1,-8,-3,11,94,-1
CN1CCC(NCCC(c2ccc(F)cc2)c2ccc(Cl)cc2)CC1 (configuration not stated),1.1,42*,-0.9,-52,5,2,8,4.0*[inhibitor],19
Cc1c(Cl)cccc1NC(=S)NN1CCOCC1,-2.1,-4,-2.8,-8,7,-4,1,100,15
COc1ccc(NC2CCCN(C(=O)c3ccncc3)C2)cc1 (configuration not stated),-2.9,-3,-4.9,18,4,9,-14,99,20
Cc1ccc(/C=C/C(=O)OCC(=O)NCCN2C(=O)CSC2=O)o1,-0.3,-16,0.2,3,3,4,7,100,12
O=C(O)c1nn(-c2ccccc2)ccc1=O,-1.2,0,-2.6,0,-2,1,-10,100,-1
